Bioassay records: PubChem BioAssay, several laboratories
rCAG binder – molecules binding r(CAG) RNA repeats; 1.3% of 370,000 active; inhibition, % at 3 µM; r(CAG) RNA repeat, TO-PRO-1 dye displacement fluorescence;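 active = inhibition above the plate cutoff, the mean of all test compounds on that plate plus 3 SD, cut at about 35% in these data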;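 note: 0% = DMSO alone and 100% = 100 µM mitoxantrone as full dye displacement; higher means more dye released from RNA so lower well fluorescence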
PRMT1 FP inh – blocks human protein arginine methyltransferase 1; Q99873; recombinant PRMT1, activity-based probe fluorescence polarization; inhibition, % at 2.79 µM; 1.3% of 370,000 active;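 active = inhibition above about 21% made by adding two undisclosed values, limit read from the data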
Target sequence (Q99873 whole entry, looked up): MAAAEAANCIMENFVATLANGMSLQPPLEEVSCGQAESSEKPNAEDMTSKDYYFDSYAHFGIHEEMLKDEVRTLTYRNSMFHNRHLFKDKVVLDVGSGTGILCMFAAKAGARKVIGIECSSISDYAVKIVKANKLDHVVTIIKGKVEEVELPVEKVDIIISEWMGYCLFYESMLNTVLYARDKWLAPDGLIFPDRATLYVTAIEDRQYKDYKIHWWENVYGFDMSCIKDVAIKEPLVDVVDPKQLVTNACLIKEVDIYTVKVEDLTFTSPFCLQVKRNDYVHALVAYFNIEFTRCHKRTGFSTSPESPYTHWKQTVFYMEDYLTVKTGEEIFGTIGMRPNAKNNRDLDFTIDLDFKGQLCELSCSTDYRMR
GC-B act – GC-B (human) receptor activation; P20594; HEK293-GC-B cells, CNP EC30, cGMP TR-FRET; 0% at EC30 CNP, 100% saturating CNP; activation, % at 10 µM; 0.11% of 370,000 active; AID 1920062;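 active = activation at 10 µM reaching about 35% in either raw or pattern-adjusted values, limit read from the data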
LEDGF integ inh – blocks HIV-1 LEDGF/p75-dependent DNA integration. 0.64% of 370,000 active. TR-FRET IN-LEDGF/p75 DNA integration, Eu/Cy5. inhibition, % at 3.7 µM;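 active = inhibition above the screen-wide mean plus 3 SD, cut at about 13% in these data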;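 note: signal is the Cy5 over europium emission ratio at 671 and 618 nm; 0% = plate median of compound wells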
HTRA1 inh – HTRA1 (human) protease inhibition; inhibition, % at 5.96 µM; 0.5% of 340,000 active; Q92743; recombinant HTRA1, FP-rhodamine activity-based probe, fluorescence polarization; in the data active = inhibition above about 36%;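 note: 0% = enzyme with DMSO and 100% = wells lacking enzyme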
mABHD4 FP – ABHD4 (mouse) inhibition, primary FP screen | purified mABHD4, FP-Rh probe fluorescence polarization | inhibition, % at 8.92 µM | 0.54% of 370,000 active | AID 720543;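 active = inhibition exceeding the mean over every tested compound plus 3 SD, cut at about 30% in these data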;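 note: 0% = plate median of compound wells and 100% = S159A mutant with DMSO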
Target sequence (Q8VD66 whole entry, looked up): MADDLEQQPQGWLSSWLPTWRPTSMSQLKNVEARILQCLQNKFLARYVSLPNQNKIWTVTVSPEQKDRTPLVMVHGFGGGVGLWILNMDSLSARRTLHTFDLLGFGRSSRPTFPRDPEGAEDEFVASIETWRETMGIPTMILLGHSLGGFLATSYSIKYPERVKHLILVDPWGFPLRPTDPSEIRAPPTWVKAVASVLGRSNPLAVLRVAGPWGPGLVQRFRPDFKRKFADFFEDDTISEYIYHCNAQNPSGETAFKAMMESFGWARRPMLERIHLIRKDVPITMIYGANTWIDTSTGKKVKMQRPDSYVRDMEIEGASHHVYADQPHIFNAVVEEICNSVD
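Assay system: mouse ABHD4 enzyme, wild type / Also added: fluorescent activity-based probe FP-Rh / Doses: single nominal dose of 8.92 µM, 0.89% DMSO final / Timing: 45 min compound pre-incubation plus 60 min probe step, 25 °C / Signal: FP readout, ex 525 nm / em 598 nm / Control set: S159A mutant/DMSO as 100%, compound-well median as 0%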
TDP2 absorb – blocks human TDP2 phosphodiesterase activity | O95551 | recombinant TDP2, T5PNP hydrolysis, p-nitrophenol absorbance 415 nm | inhibition, % at 12.8 µM | 0.34% of 370,000 active | AID 720702;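 active = inhibition above the mean of all tested compounds plus 3 SD, set per campaign, cut at about 25% in these data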;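 note: 0% = DMSO with enzyme and 100% = buffer with substrate but no TDP2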
Target sequence (O95551 whole entry, looked up): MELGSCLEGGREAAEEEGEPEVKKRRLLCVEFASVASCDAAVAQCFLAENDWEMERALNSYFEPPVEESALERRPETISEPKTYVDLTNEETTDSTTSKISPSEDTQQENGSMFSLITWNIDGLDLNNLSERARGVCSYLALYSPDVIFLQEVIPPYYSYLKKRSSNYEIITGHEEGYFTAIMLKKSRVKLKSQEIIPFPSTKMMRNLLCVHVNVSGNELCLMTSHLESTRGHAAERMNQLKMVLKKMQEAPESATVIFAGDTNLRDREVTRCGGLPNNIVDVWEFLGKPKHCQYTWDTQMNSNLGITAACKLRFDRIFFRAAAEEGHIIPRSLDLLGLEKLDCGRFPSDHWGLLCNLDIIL
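System – recombinant human TDP2 · Quantity – TDP2 enzyme at 120 nM final · Doses – single concentration, 12.8 µM nominal, with 1% DMSO · Incubation – 2 h at 37 °C · Measured by – epi absorbance of p-nitrophenol freed from T5PNP by hydrolysis · Read-out – % inhibition relative to enzyme-containing and enzyme-free wells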
MBD2 inh – MBD2-methylated oligo binding inhibition; Q9UBB5; TR-FRET, MBD2 binding to methylated oligonucleotide; inhibition, % at 4.4 µM; 0.31% of 370,000 active; in the data active = inhibition above about 13%
SIAE inh – blocks human sialic acid acetylesterase | Q9HAT2 | AID 1053197 | SIAE FP-Rh probe binding, fluorescence polarization | inhibition, % at 9.66 µM | 0.69% of 370,000 active;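 active = inhibition above a cutoff: mean of compounds within the control limits plus 3 SD of those, cut at about 17% in these data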;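 note: 0% = plate median of compound wells and 100% = probe without SIAE protein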
TCR CD3 inh – blocks the human TCR-CD3 interaction. TAMRA-labeled TCR probe fluorescence, biochemical. inhibition, % at 9.4 µM. 0.37% of 360,000 active; in the data active = inhibition above about 19%;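 note: recombinant mutant TCR 2C K166C tagged with TAMRA read by polarization; 0% = receptor in buffer alone and 100% = receptor with positive control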
Numbers without * were called inactive; & = joins results of further samples. Some of the compounds tested (hit frequency here may not be typical).

Results for N#CC(c1ccc(Cl)nn1)c1ccccc1Cl (centres undefined) ?
rCAG binder: 6; PRMT1 FP inh: -1; GC-B act: 4; LEDGF integ inh: 3; HTRA1 inh: 1; mABHD4 FP: -4; TDP2 absorb: -17; MBD2 inh: 2; SIAE inh: -12; TCR CD3 inh: 6

How did CCCCn1c(N)c(N(CCC(C)C)C(=O)CSc2nnc(Nc3ccccc3)s2)c(=O)[nH]c1=O do in these assays?
rCAG binder: 0; PRMT1 FP inh: -2; GC-B act: -4; LEDGF integ inh: 6; HTRA1 inh: -6; mABHD4 FP: -1; TDP2 absorb: -27; MBD2 inh: 0; SIAE inh: -18; TCR CD3 inh: -6

How did COC(=O)c1cc2c(c3c4cc(C)ccc4n(S(=O)(=O)c4cccc(C)c4)c13)C(=O)N(Cc1ccc(N(C)C)cc1)C2 do in these assays?
rCAG binder: 13; PRMT1 FP inh: -1; GC-B act: 3; LEDGF integ inh: 1; mABHD4 FP: 5; TDP2 absorb: 0; MBD2 inh: 0; SIAE inh: 0; TCR CD3 inh: -3

What do the screens show for `Cc1c(C(=O)N(C)Cc2nc3ccccc3c(=O)[nH]2)oc2ccccc12`?
rCAG binder: 2; PRMT1 FP inh: 0; GC-B act: -5; LEDGF integ inh: -2; HTRA1 inh: -3; mABHD4 FP: 7; TDP2 absorb: -1; MBD2 inh: -2; SIAE inh: 7; TCR CD3 inh: -2

How did COc1ccc(NC2=CC(=S)NC(C)(C)C2)cc1 do in these assays?
rCAG binder: -5; PRMT1 FP inh: 34*; GC-B act: 4; LEDGF integ inh: 6; HTRA1 inh: -3; mABHD4 FP: -19; TDP2 absorb: -1; MBD2 inh: -5; SIAE inh: -10; TCR CD3 inh: -7

What do the screens show for `CC1=C(C(=O)OCc2ccccc2)C(c2ccccn2)c2c(n(C)c(=O)n(C)c2=O)N1` (centres undefined)?
rCAG binder: 1&-4; PRMT1 FP inh: -2&-5; GC-B act: -5&-6; LEDGF integ inh: 0&1; HTRA1 inh: -1&1; mABHD4 FP: 24&-5; TDP2 absorb: 1&-1; MBD2 inh: -2&-2; SIAE inh: -1&-3; TCR CD3 inh: 7&6

What do the screens show for `Cc1csc(CNC(=O)C2CCC(=O)N(CCCc3ccccc3)C2)n1` (centres undefined)?
rCAG binder: -4; PRMT1 FP inh: -1; GC-B act: 3; LEDGF integ inh: -3; HTRA1 inh: 3; mABHD4 FP: -5; TDP2 absorb: 1; MBD2 inh: 2; SIAE inh: 3; TCR CD3 inh: -1

Results for C=C(C)Cn1c2ccc(NC(=O)NCCc3cccs3)cc2c(=O)n1C ?
rCAG binder: 6; PRMT1 FP inh: 0; GC-B act: 2; LEDGF integ inh: -2; mABHD4 FP: 8; TDP2 absorb: 4; MBD2 inh: -4; SIAE inh: 4; TCR CD3 inh: 1

What do the screens show for `CCc1ccnc(NC(=O)NS(=O)(=O)c2ccc(C)cc2)c1`?
rCAG binder: -1; PRMT1 FP inh: -5; GC-B act: 1; LEDGF integ inh: 5; mABHD4 FP: 7; TDP2 absorb: 8; MBD2 inh: -2; SIAE inh: 3; TCR CD3 inh: -3

Results for CC1CCCCN1C(=O)CCNS(=O)(=O)c1ccc2c(c1)c(=O)n(C)c(=O)n2C (centres undefined) ?
rCAG binder: -1; PRMT1 FP inh: 2; GC-B act: 2; LEDGF integ inh: 1; HTRA1 inh: 1; mABHD4 FP: 4; TDP2 absorb: 11; MBD2 inh: -3; SIAE inh: -6; TCR CD3 inh: 4

Results for CC(=O)c1cccc(NC(=O)N2CCCC2C(=O)Nc2ccc3c(c2)OCCO3)c1 (centres undefined) ?
rCAG binder: 0; PRMT1 FP inh: 2; GC-B act: -1; LEDGF integ inh: 6; HTRA1 inh: 2; mABHD4 FP: -3; TDP2 absorb: -9; MBD2 inh: 1; SIAE inh: 5; TCR CD3 inh: -5

What do the screens show for `COc1ccc(CCNC(=O)Nc2nc(C(N)CCc3ccccc3)cs2)cc1OC` (centres undefined)?
rCAG binder: 11; PRMT1 FP inh: -4; GC-B act: -16; LEDGF integ inh: 3; mABHD4 FP: 2; TDP2 absorb: -13; MBD2 inh: -2; SIAE inh: -7; TCR CD3 inh: 4

What do the screens show for `CCOC(=O)C1=CN(CC)S(=O)(=O)NC1c1ccc(F)c(Cl)c1` (centres undefined)?
rCAG binder: 5; PRMT1 FP inh: 0; GC-B act: -1; LEDGF integ inh: 2; HTRA1 inh: 4; mABHD4 FP: -1; TDP2 absorb: -3; MBD2 inh: -2; SIAE inh: -2; TCR CD3 inh: -5

Results for Cc1nc2c(-c3ccccc3)c(C)nn2c(N)c1-c1ccccc1 ?
rCAG binder: -2; PRMT1 FP inh: -1; GC-B act: -9; LEDGF integ inh: -2; HTRA1 inh: 2; mABHD4 FP: 1; TDP2 absorb: -9; MBD2 inh: -1; SIAE inh: 2; TCR CD3 inh: 2

How did Cc1cc(C)c2oc(C(=O)N(Cc3ccc(F)cc3)C3CCS(=O)(=O)C3)cc(=O)c2c1 (centres undefined) do in these assays?
rCAG binder: -6; PRMT1 FP inh: 0; GC-B act: -3; LEDGF integ inh: -1; HTRA1 inh: -8; mABHD4 FP: 1; TDP2 absorb: 14; MBD2 inh: -5; SIAE inh: 11; TCR CD3 inh: 6

How did CCOC(=O)[C@@H]1c2[nH]c3ccccc3c2C[C@@]2(C(=O)OC)C=CCN12 do in these assays?
rCAG binder: 9; PRMT1 FP inh: 11; GC-B act: -3; LEDGF integ inh: -2; mABHD4 FP: -2; TDP2 absorb: -6; MBD2 inh: 6; SIAE inh: -1

What do the screens show for `Cc1ccc(S(=O)(=O)N(C)[C@H]2C[C@H]3c4[nH]c5ccccc5c4CCN3C[C@H]2[C@H](C)O)cc1`?
rCAG binder: 6; PRMT1 FP inh: 4; GC-B act: -1; LEDGF integ inh: 3; mABHD4 FP: 5; TDP2 absorb: -2; MBD2 inh: -8; SIAE inh: -1; TCR CD3 inh: -4

What do the screens show for `O=C(CCc1ccccc1)NCC1OCCc2ccccc21` (centres undefined)?
rCAG binder: -6; PRMT1 FP inh: 0; GC-B act: 1; LEDGF integ inh: 3; HTRA1 inh: 4; mABHD4 FP: 1; TDP2 absorb: -3; MBD2 inh: -3; SIAE inh: -5; TCR CD3 inh: 3

What do the screens show for `CC(C)Oc1cccc(C(=O)C2CCCN(C(=O)CCc3cnn(C)c3)C2)c1` (centres undefined)?
rCAG binder: -8; PRMT1 FP inh: -4; GC-B act: 0; LEDGF integ inh: 4; HTRA1 inh: 0; mABHD4 FP: 8; TDP2 absorb: 3; MBD2 inh: -3; SIAE inh: -2; TCR CD3 inh: 1

What do the screens show for `CC1(c2ccc(Cl)cc2)NC(=O)N(CC(=O)N2CCc3ccccc3C2)C1=O` (centres undefined)?
rCAG binder: 1; PRMT1 FP inh: 0; GC-B act: 7; LEDGF integ inh: 0; HTRA1 inh: 10; mABHD4 FP: -6; TDP2 absorb: 5; MBD2 inh: -4; SIAE inh: 0; TCR CD3 inh: 5

What do the screens show for `CC(=O)Nc1nc2ccccc2n1CCOc1ccccc1`?
rCAG binder: -5; PRMT1 FP inh: -2; GC-B act: 3; LEDGF integ inh: 3; HTRA1 inh: -5; mABHD4 FP: -9; TDP2 absorb: 4; MBD2 inh: 4; SIAE inh: -2; TCR CD3 inh: 3

How did CSc1cc(C)nc(NC(C)=O)n1 do in these assays?
rCAG binder: -1; PRMT1 FP inh: 1; GC-B act: 5; LEDGF integ inh: 2; HTRA1 inh: -4; mABHD4 FP: -6; TDP2 absorb: -13; MBD2 inh: 7; SIAE inh: -4; TCR CD3 inh: -6

What do the screens show for `O=C(Nc1cc(S(=O)(=O)Nc2ccc(Cl)cc2)ccc1O)c1ccc(S(=O)(=O)N2CCCCCC2)cc1`?
rCAG binder: 47*; PRMT1 FP inh: 17; GC-B act: -4; LEDGF integ inh: 1; HTRA1 inh: -29; mABHD4 FP: 2; TDP2 absorb: -15; MBD2 inh: 5; SIAE inh: -25; TCR CD3 inh: 4

What do the screens show for `CCCc1cc(=O)[nH]c(SCC(=O)N2CCN(S(=O)(=O)c3ccc4ccccc4c3)CC2)n1`?
rCAG binder: 2; PRMT1 FP inh: 2; GC-B act: -5; LEDGF integ inh: -2; HTRA1 inh: -2; mABHD4 FP: 4; TDP2 absorb: 8; MBD2 inh: 3; SIAE inh: -1; TCR CD3 inh: -4

How did O=C(c1cc(C(=O)N2CCOCC2)c2nc3ccccc3n2c1)c1cc(Cl)cc(Cl)c1O do in these assays?
rCAG binder: 46*; PRMT1 FP inh: 2; GC-B act: -2; LEDGF integ inh: -5; HTRA1 inh: 6; mABHD4 FP: 10; TDP2 absorb: 1; MBD2 inh: 0; SIAE inh: 3; TCR CD3 inh: -6

How did COc1ccc(NC2C=CS(=O)(=O)C2)cc1 (centres undefined) do in these assays?
rCAG binder: 5; PRMT1 FP inh: 1; GC-B act: -13; LEDGF integ inh: 0; HTRA1 inh: 5; mABHD4 FP: 8; TDP2 absorb: 8; MBD2 inh: 1; SIAE inh: 8; TCR CD3 inh: -7

How did CCOC(=O)C(=CNc1ccc(S(N)(=O)=O)cc1)C(=O)OCC do in these assays?
rCAG binder: -3; PRMT1 FP inh: -2; GC-B act: -2; LEDGF integ inh: 0; HTRA1 inh: 2; mABHD4 FP: -5; TDP2 absorb: 4; MBD2 inh: 1; SIAE inh: 0; TCR CD3 inh: 1

What do the screens show for `CCOC(=O)c1c(NC(=O)C(C)OC(=O)c2ccc(NC(=O)CC#N)cc2)sc2c1CCCC2` (centres undefined)?
rCAG binder: 25; PRMT1 FP inh: 3; GC-B act: -3; LEDGF integ inh: 2; HTRA1 inh: -83; mABHD4 FP: -57; TDP2 absorb: 1; MBD2 inh: 6; SIAE inh: -77; TCR CD3 inh: 4

Results for Cc1cccc(-c2nc(C#N)c(N3CCCCCC3)o2)c1 ?
rCAG binder: 0; PRMT1 FP inh: -1; GC-B act: 1; LEDGF integ inh: 2; HTRA1 inh: -32; mABHD4 FP: 4; TDP2 absorb: 1; MBD2 inh: -5; SIAE inh: 6; TCR CD3 inh: 2

What do the screens show for `COc1ccc(-n2c3c(c(=O)[nH]c2=O)C(NS(=O)(=O)c2ccc(Cl)cc2)(C(F)(F)F)C(=O)N3)cc1` (centres undefined)?
rCAG binder: 0; PRMT1 FP inh: 1; GC-B act: -4; LEDGF integ inh: -1; HTRA1 inh: 13; mABHD4 FP: 12; TDP2 absorb: 12; MBD2 inh: 10; SIAE inh: 6; TCR CD3 inh: 4

How did Cc1ccc([C@@H]2CC(=O)[C@@H]3CN(S(=O)(=O)c4ccccc4C)[C@H](c4ccc(Cl)cc4)C[C@@H]3N2S(=O)(=O)c2ccc(C)cc2)cc1 do in these assays?
rCAG binder: 13; PRMT1 FP inh: 3; GC-B act: 4; LEDGF integ inh: 1; HTRA1 inh: -27; mABHD4 FP: -12; TDP2 absorb: -8; MBD2 inh: 3; SIAE inh: -17; TCR CD3 inh: -2
